Myeloid diff MLP = promotes myeloid progenitor differentiation; ER-HoxA9 myeloid progenitors, lysozyme-GFP differentiation, flow cytometry; calls only at 10 µM; 360,000 compounds, 1% hits; AID 624256;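 active = normalized GFP-positive differentiation at or above the plate's own cutoff, the solvent-only control mean plus 3 SD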;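 also: cells exposed to compound for four days before flow analysis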
T cell modulator = modulates CD8 T cell binding to vesicles; calls only at 7 µM; 330,000 compounds, 0.068% hits; 2C CD8+ T cell-vesicle binding, flow cytometry; hits give low values; AID 2052;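 active = response, share of CD8 T cells binding vesicles, and their 90th percentile fluorescence all below set limits, cut at about 80% in these data, passing the limit was not always enough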
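Incubation: binding step 1.5 h, 37 °C, antibody labelling 20 min, ice; system: murine 2C transgenic CD8+ T lymphocytes; technique: cytometric PE anti-B7-1 and Alexa647 anti-CD8 signals after 1% paraformaldehyde fixation; also added: QL9-charged Drosophila Ld/ICAM-1/B7-1 vesicles; control set: naked versus QL9-loaded vesicles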
bCat nuc transl = alters nuclear translocation of beta-catenin in HeLa cells; immunofluorescence imaging; nuclear translocation activity, % at 5 µM; 190,000 compounds, 0.3% hits; AID 1665;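 active = nuclear translocation activity above 50% at 5 µM, with a well cell count of 50 or more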;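 also: per-cell ratio of nuclear to cytoplasmic median beta-catenin stain intensity; plate controls were DMSO negative control for no effect and GSK-3 inhibitor IX positive control for full effect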
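Test system: human HeLa cell line; Doses: 5 µM primary, 0.02–20 µM confirmation; Incubation: 24 h compound exposure, 37°C; Detection: beta-catenin immunofluorescence imaging with DAPI; Read-out: beta-catenin nuclear/cytoplasmic ratio, % activation.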
TNAP activation fold = human TNAP enzyme activators, primary screen, biochemical, luminescent, no phosphate acceptor, uHTS (AID 1001); purified TNAP, luminescent activation assay, no phosphate acceptor; higher activation fold means a stronger effect; activation fold at 20 µM, or EC50 in µM where a hit was titrated; 200,000 compounds, 0.03% hits; in the data active = activation fold from about 3, or a potency from the dose series; inactive = the rest, 99 in 100 with activation fold below about 1.6; also: many of its hits are not listed in these tables
Lipid droplet = modulators of hepatic lipid droplet formation. AML12 mouse hepatocytes, oleate lipid droplets, BODIPY imaging. inhibition, % at 6.5 µM. 240,000 compounds, 0.4% hits. AID 1656;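 active = lipid droplet intensity inhibited by at least 50%, with more than 500 cells counted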
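Test system: AML12 mouse liver cells; schedule: overnight exposure; technique: high-content imaging of BODIPY-stained droplets and DAPI nuclei; read-out: % inhibition of corrected integrated BODIPY droplet signal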
Dynein transport = dynein cargo transport inhibition. 3617.4 mouse cells, GR-EGFP nuclear translocation imaging; test concentration mostly 20 µM; stimulated with dexamethasone, 1 µM; hits give low values. z-score, hits read low. 220,000 compounds, 0.47% hits;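 active = plate z-score of nuclear minus cytoplasmic receptor signal below a set negative limit, without overly bright fluorescence or cell loss, cut at about -3.5 in these data, passing the limit was not always enough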;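 also: z-score of nuclear minus cytoplasmic ring GR-EGFP intensity difference per well; some compounds called inactive have numbers as strong as hits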
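Schedule: 48 h induction, then 1 h compound, then 30 min agonist, 37 °C. Buffer or medium: tetracycline-free induction medium containing charcoal-stripped FBS. Reagent: 1.0 µM final dexamethasone stimulus. Evaluation: nuclear versus cytoplasmic GR-EGFP signal, averaged per well. Signal: high-content fluorescence imaging after fixation.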
MT stabilizer = microtubule stabilizers in HeLa cells. HeLa tubulin immunostaining HCS, 24 h; share of cells brighter than vehicle mean+2SD. % tubulin-high responders, % at 10 µM. 200,000 compounds, 0.83% hits;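 active = plate Z-score above 3 for both tubulin-high and condensed-nucleus cell shares, with cell loss under 80%, at 10 µM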;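 also: anti alpha tubulin signal scored within the nucleus-defined area of each cell; some results filed as inactive read as strong as hits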
PMI inhibitors = inhibitors of human PMI, primary screen, biochemical, fluorescence intensity, coupled assay (AID 1209); purified PMI enzyme, coupled fluorescence intensity; higher % means a stronger effect; 190,000 compounds, 0.42% hits; one-dose inhibition, % at 20 µM; IC50 in µM for titrated hits; in the data active = inhibition above about 50%;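 also: plate controls were DMSO vehicle for no effect and wells lacking substrate for full effect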
Insulin prom up = MIN6 insulin promoter up-regulation; z-score at 5 µM; AID 1625; 190,000 compounds, 0.3% hits; MIN6 insulin promoter-GFP reporter, high-content imaging; hits give high values;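 active = z-score above 3 at 5 µM with at least 500 cells counted in the well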
Dynein transport cytoplasmic EGFP = also measured in Dynein transport; calls as there; z-score; measured here: cytoplasmic GR-EGFP intensity; hits give high values
Dynein transport nuclear GR-EGFP = further read-out of Dynein transport, marked with its call; z-score; measured here: nuclear GR-EGFP intensity;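 lower value marks the stronger effect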
Dynein transport cell count = second read-out of Dynein transport, no call of its own (marks repeat the call); z-score; measured here: cell count per field
Insulin prom up cell count = recorded beside Insulin prom up, whose call it bears; cell count; measured here: cytotoxicity, nuclei count;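 total cells summed across four imaged fields per well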
Lipid droplet cells 6.5 µM = recorded beside Lipid droplet, whose call it bears; cell count; measured here: cell count, cytotoxicity flag;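 cells counted across two imaged fields per well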
bCat nuc transl cell count 5 µM = recorded beside bCat nuc transl, whose call it bears; cell count; measured here: cell count, cytotoxicity flag
T cell modulator vesicle-bound % = second read-out of T cell modulator, no call of its own (marks repeat the call); double positive events, %; measured here: CD8+ vesicle-bound cell fraction;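 binding gate set so that unloaded-vesicle control wells show 10% double positive cells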
MT stabilizer Hoechst-high % = further read-out of MT stabilizer, marked with its call; % Hoechst-high responders; measured here: nuclear condensation Hoechst responders;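 share of cells brighter than vehicle mean plus two SD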
MT stabilizer cytotoxicity % = recorded beside MT stabilizer, whose call it bears; toxicity, %; measured here: cytotoxicity by cell density;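 0% = mean cell density of plate MIN control wells and 100% = no cells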
Myeloid diff MLP GFP+ MAC1+ % = second read-out of Myeloid diff MLP, no call of its own (marks repeat the call); GFP+ MAC1+ double positive, %; measured here: differentiation confirmed by MAC1 staining
* = called active by the depositor; i = inactive; . = not tested or not shown; & = joins results of further samples. This is a random part of the collection, and some 3% of all compounds hit somewhere here.

SMILES	Myeloid diff MLP	Myeloid diff MLP GFP+ MAC1+ %	T cell modulator	T cell modulator vesicle-bound %	bCat nuc transl	bCat nuc transl cell count 5 µM	TNAP activation fold	Lipid droplet	Lipid droplet cells 6.5 µM	Dynein transport	Dynein transport cytoplasmic EGFP	Dynein transport nuclear GR-EGFP	Dynein transport cell count	MT stabilizer	MT stabilizer Hoechst-high %	MT stabilizer cytotoxicity %	PMI inhibitors	Insulin prom up	Insulin prom up cell count
O=[N+]([O-])c1cccc(Cl)c1NCCNS(=O)(=O)c1ccc(Cl)cc1	i	1.7	i	45	-2.7	1122	1	-13	661	0.31	-0.15	0.27	-0.55	3.6	2.9	6.8	12%	0.04	1647
O=C(O)Cc1sc(Nc2ccc(F)cc2)nc1-c1cccs1	i	0.6	i	44	-0.5	1122	1.1	10	662	-0.65	0.13	-0.25	0.69	1.9	1.8	6.3	-40%	-0.13	1293
Cc1c(NC(=O)c2cccc(-c3cc4ccccc4oc3=O)c2)cccc1-c1nc2ncccc2o1	i	0.4	i	46	-1.6	1119	0.9	14	621	-1	-0.17	-0.7	-0.19	7.8	2.7	4.4	11%	-0.22	1467
Cc1ccc2nc(CSc3nnc(Nc4ccccc4C)s3)cc(=O)n2c1	i	0.4	i	34	-3.5	599	1	-10	647	3.2	-0.21	1.8	-1.9	3.7	4.8	11	-12%	-0.13	1226
COC(=O)C1=C(C)Nc2ccc(C)cc2S1	i	2.4	i	60	.	.	0.9	.	.	-0.59	-0.25	-0.079	0.67	2.5	3.0	6.3	11%	0.43	969
Cc1nn(C)c(C)c1NC(=O)CSc1nc(C2CC2)nc2c1cnn2-c1ccccc1	i	1.2	i	9	0.3	1305	1.1	.	.	2	0.34	-0.16	-1.3	3.0	1.6	10	5%	-0.54	1408
CCCn1c(N)c(C(=O)CSc2nnc(-c3ccco3)n2Cc2ccccc2)c(=O)[nH]c1=O	i	1.1	i	6	.	.	.	.	.	-0.39	-0.17	-0.073	0.066	9.6	5.0	4.6	.	.	.
Cc1ccc(C)n1-c1ccc(NC(=O)c2ccccc2)cc1	i	0.8	i	10	-3.1	581	1.1	-2	593	-0.35	-0.1	-0.61	0.65	3.6	2.6	4.8	-2%	0.08	1352
O=C(O)Cc1ccc(NCc2ccccc2Cl)cc1	i	0.6	i	44	-0.1	1175	1	4	689	1.1	-0.055	1	-1.3	4.6	2.0	4.2	3%	1.4	1350
CN(C)/C=N/n1cnc2ccccc2c1=O	i	0.3	i	19	-0.9	1332	.	61*	509*	0.62	-0.23	0.37	-0.19	.	.	.	.	1.3	1146
O=C(CSCCc1ccccn1)Nc1ccccn1	i	0.5	i	12	-0.3	835	1.1	.	.	-1	-0.25	-0.4	0.29	3.7	2.2	10	-10%	0.22	1262
O=C(NCc1cccc(Cl)c1)c1cnn2c1NC(c1ccco1)CC2C(F)(F)F (stereo not drawn)	i	8.5	i	38	-0.8	1166	1.1	8	781	-0.6	-0.3	-0.39	0.23	1.5	1.5	7.9	24%	0.26	878
CC1=C(C)CC2C(=O)N(c3cccc4ccccc34)C(=O)C2C1 (stereo not drawn)	i	1.0	i	43	-4.9	1148	1.2	-10	630	-2.7	0.092	-1.4	0.64	3.8	1.8	7.5	0%	-0.38	2203
Cc1cc(C)c2c(C)nn(C3CCCCC3)c2n1	i	0.6	i	12	0.0	1014	1.1	0	701	0.46	-0.14	0.39	-0.57	3.0	2.5	17	13%	-1.2	1942
COCCN(Cc1ccccc1)C(=S)Nc1ccc(Cl)cc1	i	0.2	i	46	-0.5	1120	1.2	2	779	-0.92	-0.24	-0.42	0.81	1.4	2.2	6.0	6%	.	.
Cc1cccc(NC(=O)NCc2ccccn2)c1	i	0.2	i	33	-0.8	1208	1.1	-4	671	-1.1	-0.23	-0.56	-0.061	2.4	1.0	0.8	0%	.	.
C/C(=N\Nc1nc2ccccc2[nH]1)c1ccc(Cl)s1	i	0.8	i	31	-1.6	1059	1.4	11	432	-1.3	0.024	-0.78	0.23	4.3	4.8	6.3	9%	-1.3	1235
Cc1c(C2=CCN(S(=O)(=O)c3ccc(Br)cc3)CC2)c2ccccc2n1C	i	0.5	i	32	-2.9	548	1	-3	663	0.078	-0.21	0.13	-0.14	2.3	1.3	1.0	6%	1.3	1193
Cc1ccc(SC(C)C(=O)NCc2cccnc2)cc1 (stereo not drawn)	i	1.3	i	13	-1.0	1332	1.1	.	.	0.075	-0.18	-0.59	-0.29	2.1	1.5	3.8	4%	0.01	1654
Cc1cc(C)cc(N(CC(=O)NCc2ccc3c(c2)OCO3)C(=O)CCC(=O)Nc2ccccn2)c1	i	0.3	i	20	-1.0	977	1.2	.	.	-0.23	-0.2	-0.0032	0.23	2.4	2.2	9.9	7%	-0.2	1224
Cc1cc(C)c(S(=O)(=O)N2CCCOC2CNC(=O)C(=O)NCCCn2ccnc2)c(C)c1 (stereo not drawn)	i	0.5	i	32	-0.6	1036	1.1	-1	622	-0.35	-0.17	0.44	-0.44	3.0	2.5	2.6	4%	-0.14	1317
O=C(N/N=C/c1ccccc1OCc1ccccc1Cl)c1cccnc1	i	0.2	i	50	3.8	1116	1	0	689	-0.9	-0.29	-0.47	1.2	4.7	2.8	0.9	-2%	0.12	1208
Cn1ncc(Cl)c1C(=O)Nc1nc2ccc(Cl)cc2s1	i	0.1	i	0	0.5	938	1	16	544	-0.57	-0.29	-0.66	0.1	3.5	2.3	7.1	5%	-0.28	1160
COc1ccc2c(c1OC)C(=O)N(c1ccc(C)cc1)C2	i	0.2	i	29	-0.3	1259	.	2	693	1.1	-0.17	1.7	-1.5	.	.	.	.	0.53	1130
COc1ccc(C2=C(C=C(C#N)C#N)C(c3ccccc3C)c3ccccc3O2)cc1OC (stereo not drawn)	i	0.3	i	1	-0.4	1075	0.8	-22	667	-2.2	0.24	-1.3	0.52	5.3	1.8	7.7	13%	-0.87	1331
Further results follow.
SMILES	Myeloid diff MLP	Myeloid diff MLP GFP+ MAC1+ %	T cell modulator	T cell modulator vesicle-bound %	bCat nuc transl	bCat nuc transl cell count 5 µM	TNAP activation fold	Lipid droplet	Lipid droplet cells 6.5 µM	Dynein transport	Dynein transport cytoplasmic EGFP	Dynein transport nuclear GR-EGFP	Dynein transport cell count	MT stabilizer	MT stabilizer Hoechst-high %	MT stabilizer cytotoxicity %	PMI inhibitors	Insulin prom up	Insulin prom up cell count
COc1cc(NC(=O)c2cnc(N)o2)cc(C(=O)Nc2cccc(C(F)(F)F)c2)c1	i	0.6&1.8	i	29	-0.7	1332	.	19	739	-0.5	-0.83	-0.19	0.42	.	.	.	.	-0.75	1032
CCC(C)C(NC(=O)OCc1ccccc1)C(=O)OCN1C(=O)c2ccccc2C1=O (stereo not drawn)	i	0.5	i	40	0.3	1346	1.1	.	.	-0.54	-0.17	-0.99	-0.29	2.9	1.2	6.4	8%	0.43	1607
CCC[C@@H](NS(=O)(=O)c1ccc(C)cc1)C(=O)Oc1ccc2c3c(c(=O)oc2c1)CCC3	i	0.7	i	16	0.3	1005	1.1	4	621	-0.52	-0.11	-0.53	-0.67	4.1	2.4	8.2	10%	-0.09	1299
COc1ccc(NS(=O)(=O)c2cccc(NC(=O)c3ccc(Cl)nc3)c2)cc1	i	0.9	i	59	1.2	1488	1.1	.	.	2.1	-0.04	1.8	-1.6	16*	14*	24*	14%	-0.38	1213
COc1ccc(S(=O)(=O)N2CCOCC2)cc1NC(=O)[C@@H]1CCCN1C(=O)c1cccs1	i	0.4	i	28	-0.5	1094	1.1	0	733	-0.39	-0.28	-0.28	1.1	2.6	3.9	4.6	-8%	-1.3	1457
O=C(c1ccc(S(=O)(=O)N2CCc3ccccc3C2)cc1)N1CCCCC1	i	0.3	i	44	-3.3	1050	1.1	-17	681	1.5	-0.38	-0.012	-1.1	1.3	1.7	1.9	7%	-0.27	1465
O=C(/C=C/c1ccc(F)cc1)c1cc(Br)ccc1O	i	0.2	i	31	-1.6	1392	.	-44	685	-3.8*	0.81*	-1.8*	-2.2*	.	.	.	.	-0.32	1015
O=C(c1ccco1)N1C(=O)c2cccc3c(S(=O)(=O)N4CCCC4)ccc1c23	i	0.6	i	32	1.3	1245	1.1	12	703	0.015	-0.24	0.096	-0.8	2.6	0.5	30	7%	1.1	1168
CN(C)CCCOC(=O)c1ccc(Cl)cc1Cl	i	1.5	i	19	-0.7	1025	1.1	-11	599	-0.4	0.0081	0.015	0.52	2.1	1.1	9.9	6%	0.56	1805

Of the compounds above, these contain bromine:
SMILES	Myeloid diff MLP	Myeloid diff MLP GFP+ MAC1+ %	T cell modulator	T cell modulator vesicle-bound %	bCat nuc transl	bCat nuc transl cell count 5 µM	TNAP activation fold	Lipid droplet	Lipid droplet cells 6.5 µM	Dynein transport	Dynein transport cytoplasmic EGFP	Dynein transport nuclear GR-EGFP	Dynein transport cell count	MT stabilizer	MT stabilizer Hoechst-high %	MT stabilizer cytotoxicity %	PMI inhibitors	Insulin prom up	Insulin prom up cell count
Cc1c(C2=CCN(S(=O)(=O)c3ccc(Br)cc3)CC2)c2ccccc2n1C	i	0.5	i	32	-2.9	548	1	-3	663	0.078	-0.21	0.13	-0.14	2.3	1.3	1.0	6%	1.3	1193
O=C(/C=C/c1ccc(F)cc1)c1cc(Br)ccc1O	i	0.2	i	31	-1.6	1392	.	-44	685	-3.8*	0.81*	-1.8*	-2.2*	.	.	.	.	-0.32	1015
